# Compound activity deposited in PubChem by several laboratories.
# CHT PAM: allosteric activators of human choline transporter CHT; CHT-expressing cells, membrane potential dye, choline EC20; active compounds read high; LV-AA mutant CHT in HEK293 cells; B-score at 10 µM; actives 0.49% (n = 310,000); Q9GZV3;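 active = initial fluorescence not abnormally high and integrated response B-score, plate-corrected, over 3 SD above library mean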
# Target sequence (Q9GZV3 whole entry, looked up): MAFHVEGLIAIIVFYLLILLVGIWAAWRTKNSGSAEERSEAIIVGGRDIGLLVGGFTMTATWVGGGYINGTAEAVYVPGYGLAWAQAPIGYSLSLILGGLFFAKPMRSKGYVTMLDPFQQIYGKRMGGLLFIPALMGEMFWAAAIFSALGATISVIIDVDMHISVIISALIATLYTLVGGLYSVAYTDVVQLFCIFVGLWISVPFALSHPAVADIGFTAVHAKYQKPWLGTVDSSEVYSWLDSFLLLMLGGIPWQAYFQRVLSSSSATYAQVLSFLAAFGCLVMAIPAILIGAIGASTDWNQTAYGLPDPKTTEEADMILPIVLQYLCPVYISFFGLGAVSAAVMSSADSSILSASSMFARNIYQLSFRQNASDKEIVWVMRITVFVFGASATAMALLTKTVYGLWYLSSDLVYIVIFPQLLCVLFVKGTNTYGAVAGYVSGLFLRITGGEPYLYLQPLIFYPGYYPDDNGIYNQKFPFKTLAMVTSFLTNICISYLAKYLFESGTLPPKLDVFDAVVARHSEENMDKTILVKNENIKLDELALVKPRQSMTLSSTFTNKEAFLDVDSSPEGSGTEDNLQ
# STK33 inh: inhibitors of human STK33 kinase; purified STK33, MBP phosphorylation, ADP-Glo luminescence; AID 2661; inhibition, % at 10 µM; actives 0.073% (n = 320,000);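 active = inhibition at or above 25%, using the most active replicate where run in duplicate; inactive = inhibition below 25%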
# Target sequence (Q9BYT3 whole entry, looked up): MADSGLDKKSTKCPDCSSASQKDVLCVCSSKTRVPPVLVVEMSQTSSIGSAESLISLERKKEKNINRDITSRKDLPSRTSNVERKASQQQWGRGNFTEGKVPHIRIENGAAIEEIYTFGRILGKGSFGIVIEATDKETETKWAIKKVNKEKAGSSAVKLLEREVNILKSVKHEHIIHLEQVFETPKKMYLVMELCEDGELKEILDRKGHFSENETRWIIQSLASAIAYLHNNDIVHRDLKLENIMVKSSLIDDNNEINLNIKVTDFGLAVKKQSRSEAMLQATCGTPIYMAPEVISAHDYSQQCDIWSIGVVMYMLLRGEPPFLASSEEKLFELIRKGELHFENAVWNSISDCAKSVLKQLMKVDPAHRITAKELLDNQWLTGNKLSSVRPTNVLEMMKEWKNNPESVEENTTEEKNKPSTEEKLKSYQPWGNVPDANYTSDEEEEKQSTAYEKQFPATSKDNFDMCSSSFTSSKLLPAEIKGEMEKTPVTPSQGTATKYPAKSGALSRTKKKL
# CHT inh: inhibits the human high affinity choline transporter | B-score at 10 µM | AID 488975 | CHT-expressing cells, membrane potential dye, choline response; active compounds read low | actives 0.86% (n = 310,000) | Q9GZV3;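 active = B-score over 3 SD under the library average, and starting fluorescence ratio not unusually high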;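 also: choline stimulus applied at its EC90 after an EC20 pre-addition; B-score computed on integrated fluorescence ratio after choline addition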
# An asterisk follows results filed as active; i = inactive; / = no result given.
molecule	CHT PAM	STK33 inh	CHT inh
O=C(COc1ccccc1)Nc1c(Cl)ccc2nsnc12	i	0.2	i
Cc1ccccc1-c1nc2cc(NC(=O)C3CC3)ccc2o1	i	-1.2	i
C=C(C)CN(CC)C(=O)CC1C(=O)NCCN1C (stereo not given)	i	1.1	i
Clc1ccc(C2=Nc3cc(Cl)ccc3OC2)cc1	i	0.1	i
Cc1ccc(S(=O)(=O)NCCSc2nncn2C)cc1	i	-2.9	i
COc1ccc(OC)c(Nc2nc(N)c([N+](=O)[O-])c(NCc3ccccc3)n2)c1	i	0.2	-5*
Cc1cc(N2CCN(c3ccccc3)CC2)n2nnnc2n1	i	0.7	i
NC(=S)N/N=C1\CC(n2nnnc2-c2ccccc2Cl)C2COC1O2 (stereo not given)	i	0.7	i
CCOC(=O)CN1NC2(CCCCCCC2)NC1=S	i	4.4	i
CCN1C(=O)N(C)C(N(O)C(=O)NC)C1(C)C (stereo not given)	i	0.4	i
CC(=O)c1c(C)n(-c2ccccc2Br)c2ccc(O)cc12	i	-0.3	i
COc1ccc(NS(=O)(=O)c2cccc(C(=O)NNC(=O)CNC(=O)c3ccco3)c2)cc1	i	-1.0	i
O=C(/C=C/c1cccc([N+](=O)[O-])c1)NCc1cccnc1	i	-0.6	i
COc1ccc(/C=N/NC(=O)c2sc(C)nc2C)cc1	i	1.5	i
CCCCCc1c(O)nc(SCCN2CCOCC2)[nH]c1=O	i	-1.4	i
Cc1cc(C(=O)O)ccc1N/C=C1\CCCC(C)C1=O (stereo not given)	i	-0.1	i
O=C(C1CCCN(S(=O)(=O)c2cccs2)C1)N1CCN(C2CCCCC2)CC1 (stereo not given)	i	-2.7	i
COC(=O)c1c(NC(=O)C(=O)NCCCN2CCOCC2)sc2c1CCCC2	i	1.0	i
CCN1CCN(c2ccc(S(=O)(=O)N3CCOCC3)cc2NC(=O)c2ccc(C)c(C)c2)CC1	i	/	i
CC(C)Oc1ccc(CCC(=O)N/N=C/c2ccncc2)cc1	i	-0.9	i

# Six compounds picked at random from those above, as already listed:
molecule	CHT PAM	STK33 inh	CHT inh
COc1ccc(NS(=O)(=O)c2cccc(C(=O)NNC(=O)CNC(=O)c3ccco3)c2)cc1	i	-1.0	i
O=C(COc1ccccc1)Nc1c(Cl)ccc2nsnc12	i	0.2	i
COc1ccc(/C=N/NC(=O)c2sc(C)nc2C)cc1	i	1.5	i
Cc1ccc(S(=O)(=O)NCCSc2nncn2C)cc1	i	-2.9	i
O=C(/C=C/c1cccc([N+](=O)[O-])c1)NCc1cccnc1	i	-0.6	i
NC(=S)N/N=C1\CC(n2nnnc2-c2ccccc2Cl)C2COC1O2 (stereo not given)	i	0.7	i

# The listing picks up, repeating the two entries before the break.
molecule	CHT PAM	STK33 inh	CHT inh
CCN1CCN(c2ccc(S(=O)(=O)N3CCOCC3)cc2NC(=O)c2ccc(C)c(C)c2)CC1	i	/	i
CC(C)Oc1ccc(CCC(=O)N/N=C/c2ccncc2)cc1	i	-0.9	i
CC(C)C(=O)N(c1ccc2oc(=O)sc2c1)S(=O)(=O)c1ccccc1	i	-0.9	i
N#C/C(=C1/CCCN1)c1ccccn1	i	-0.5	i
COC(=O)c1ccc(OC(=O)CS(=O)c2ccccc2[N+](=O)[O-])cc1 (stereo not given)	i	0.8	i
COc1cc([N+](=O)[O-])ccc1NC(=O)CN1CCN(C(=O)c2ccco2)CC1	i	-3.0	i
Cc1cccc(N2CCN(C(=O)c3ccc4c(c3)NC(=O)C(CSCc3cccc(F)c3)N4)CC2)c1C (stereo not given)	i	-1.0	i
Cc1cc(C)cc(C(=O)NCCC(=O)NCc2cc(=O)n(C)c(=O)n2C)c1	i	-0.9	i
O=C(NCCc1c[nH]c2ccccc12)/C(=C/c1ccco1)NC(=O)c1ccco1	i	8.2	i
O=C1C=C(O)CC(c2cccs2)C1 (stereo not given)	i	7.8	i
CCc1n[nH]c2c1C(=O)CC(C)(C)C2	i	1.1	i
COc1ccc2c(c1)c1nc3ccccc3nc1n2CCCN1C(=O)c2ccccc2C1=O	i	-0.9	i
Cc1ccc(C(=O)NCC(=O)N2CCCC(C(F)(F)F)C2)s1 (stereo not given)	i	-0.5	i
Cc1ccc(S(=O)(=O)CC(=O)Nc2nnc(C(C)C)s2)cc1	i	-1.0	i
Cc1ccc(S(=O)(=O)N(CC(=O)NN=C2CCN(C)CC2)c2ccc(F)cc2)cc1	i	-0.3	i
CCc1ccc(/C=C2\SC(N3CCOCC3)=NC2=O)cc1	i	-2.6	i
Cc1nc2ccccc2n1CC(=O)NC1CCCC1	i	-1.7	i
CN(C)S(=O)(=O)c1cccc(-c2nn(-c3ccccc3)cc2/C=C(/C#N)C(=O)NCc2ccco2)c1	i	2.6	i
CC(=O)Nc1ccc(S(=O)(=O)N(C#N)c2nc(N(C)C)nc(N(C)C)n2)cc1	i	-2.0	i
CSc1ncc(CN2CCC(C(=O)Nc3cccc(-c4cscn4)c3)CC2)cn1	i	0.0	i
Cc1ccc(/C=C2/SC(=S)N(CCC(=O)N3CCOCC3)C2=O)cc1	i	-1.0	i
CN1CCN(CC/C=C2/c3ccccc3Sc3ccc(S(=O)(=O)N(C)C)cc32)CC1	i	-0.8	i

# Carrying on:
molecule	CHT PAM	STK33 inh	CHT inh
Cc1ccc(S(=O)(=O)N2CCN(Cc3nc4ccccc4n3C)CC2)cc1	i	-0.2	i
Brc1ccc2ncnc(NCc3ccco3)c2c1	i	6.7	i
NC(=O)CC(NC(=O)Cc1ccc(Br)cc1)c1ccc(N2CCC(Br)CC2)c([N+](=O)[O-])c1 (stereo not given)	i	-0.6	i
CC1CCN(C(=O)c2cc3nc(C4CC4)cc(C(F)(F)F)n3n2)CC1	i	-0.3	i
O=C(Nc1ccc2nc(-c3cccnc3)[nH]c2c1)C1CCCCC1	i	-0.2	i
CC1=CCC(C(=O)O)C(C(=O)Nc2ccc(-c3nc4ccc(C)cc4s3)cc2)C1 (stereo not given)	i	4.9	i
NS(=O)(=O)c1ccc(NC(=O)CN2CCN(Cc3ccccc3)CC2)cc1	i	-0.5	i
Cc1ccc2[nH]c(=O)c(CN(CCc3ccccc3)Cc3nnnn3CC3CCCO3)cc2c1 (stereo not given)	i	-1.9	i
COC(=O)c1ccc(NC(=O)COc2ccc(S(=O)(=O)NC(C)C)cc2)cc1	i	-1.7	i
CCOC(=O)N1CCN(c2ccc(O)cc2)CC1	i	-1.3	i
O=C(CSc1ccc(-c2ccccc2)nn1)c1cccs1	i	-1.0	i
COC(=O)c1ccsc1NC(=O)c1cccc(OC)c1	i	2.6	i
CCNc1ccccc(-c2ccc3ccccc3n2)c1=O	i	-0.6	i
Cc1cccc(-n2nc3c(c2NC(=O)CCC2CCCCC2)CS(=O)C3)c1C (stereo not given)	i	-0.9	i
COc1ccc(C[C@H]2CN3C(=NC[C@@H]3C(C)C)N2CCNC(=O)c2ccc(C)c(Br)c2)cc1	i	2.4	i
CN1C(=O)C(CC(=O)Nc2ccccc2F)N(NC(=O)c2ccc(Br)cc2)C1=S (stereo not given)	i	-1.3	i
O=C(NC(=S)N1CCCc2ccccc21)c1ccccc1	i	-0.1	i
COc1ccc(NC(=O)COc2ccc(/C=C/c3cccc[n+]3C)cc2OC)cc1	i	-1.0	i
Clc1ccc(CN2C3=NCCCN3c3ccccc32)c(Cl)c1	i	-1.3	i
COC(=O)C1=C(C)NC(=O)NC1/C=C/c1ccccc1 (stereo not given)	i	-1.6	i

# (next part)
molecule	CHT PAM	STK33 inh	CHT inh
COc1ccccc1C(=O)NCCC(=O)NCCCSc1ccccc1	i	-2.1	i
C=CCn1c(SCC(=O)c2cccs2)nc2sc(CC)cc2c1=O	i	-0.9	i
CC(=O)c1ccc(NC(=O)c2cccc(N3C(=O)c4ccccc4C3=O)c2)cc1	i	-1.1	i
Cc1cc(C)nc(NS(=O)(=O)c2ccc(NC(=O)c3ccc4c(c3)OCO4)cc2)n1	i	0.0	i
Cc1ccc(NC(=O)C2CCC(CNC(=O)[C@@H]3Cc4ccccc4CN3)CC2)cc1 (stereo not given in full)	i	0.4	i
O=C(Nc1ccc2snnc2c1)N1CCCCC1	i	-0.3	i
CCN1C(=O)C2(C(C(=O)c3cc4ccccc4o3)=C(O)C(=O)N2CCCN2CCOCC2)c2ccccc21 (stereo not given)	i	-0.3	i
COc1ccc(Cl)cc1NC(=O)CCc1ccccc1	i	-1.1	i
CN1CCN(c2nc3c(c(=O)n(C)c(=O)n3C)n2Cc2ccccc2)CC1	i	-1.3	i
Cc1cc(N)nc(C)c1C#N	i	-0.7	i
CCC(Sc1nnc(-c2ccc(C)c(Cl)c2)n1CC)C(=O)Nc1nccs1 (stereo not given)	i	1.0	-5.9*
CCOC(=O)Cn1cc(C=O)c2ccccc21	i	-1.5	i
CC1CC(C)CN(C(=O)CNC(=O)Cn2ccc3ccccc3c2=O)C1 (stereo not given)	i	-3.2	i
Cc1ccc(S(=O)(=O)n2cnc3cc([N+](=O)[O-])ccc32)c(C)c1	i	2.0	i
COc1cc(NC(=S)NC2CC(C)(C)NC(C)(C)C2)c(OC)cc1Cl	i	-2.6	i
COc1ccccc1CNC(=O)c1ccc(S(=O)(=O)N(C)C)cc1	i	-0.6	i
C#CCOCCOCCOCCNc1nc(N2CCN(C(=O)CCCCCCCCCCNC(=O)Cn3cc(C[C@@H](C)O)nn3)CC2)nc(N2CCN(C(=O)CCCCCCCCCCNC(=O)[C@@H](CCSC)n3cc(CCO)nn3)CC2)n1	i	-2.1	i
O=C(CSc1ccc(Cl)cc1)Nc1ccccc1Oc1ccccc1	i	0.3	i
CC1(C)NC(=O)N(CC(=O)Nc2cc(C(F)(F)F)cc(C(F)(F)F)c2)C1=O	i	-0.1	i
Cc1cc(C)n(C(=O)C(C)N2C(=O)c3ccccc3C2=O)n1 (stereo not given)	i	-0.7	i

# Other results.
# Values run as follows: CHT PAM | STK33 inh | CHT inh
> Cc1ccc(OCCOC(=O)Cn2nc(C)c([N+](=O)[O-])c2C)cc1
→ i | 0.5 | i
> COC(=O)c1c(NC(=S)Nc2ccc(F)cc2[N+](=O)[O-])sc2c1CCCCC2
→ i | 0.4 | i
> O=C(NCc1ccccc1)C1CCN(c2nc(-c3ccccc3)nc3c2CCC3)CC1
→ i | -0.4 | i
> CSc1nc(O)c(C(c2ccc(C)cc2)c2c(O)nc(SC)[nH]c2=O)c(=O)[nH]1
→ i | 2.8 | i
> COc1ccc(CCN=C2SCC(=O)N2C)cc1OC
→ i | 0.7 | i
> COC(=O)CC1=C(C(=O)OC)C(c2ccc3c(c2)OCO3)C(C#N)=C(N)O1 (stereo not given)
→ i | -0.1 | i
> CCOC(=O)c1cccc(NC(=O)CN2C(=O)C3C4C=CC(C4)C3C2=O)c1 (stereo not given)
→ i | 0.3 | i
> COc1cccc(Cn2c(OCC3CCCO3)nc3c2c(=O)n(C)c(=O)n3C)c1 (stereo not given)
→ i | 1.4 | i
> CCSc1nnc2c(Cl)cc(Cl)cn12
→ i | -0.8 | i
> O=C(CCc1c[nH]c2ccccc12)NC(Cc1ccccc1)C(=O)O (stereo not given)
→ i | -0.4 | i
> Cc1ccc(-c2nc(C#N)c(NCCCn3ccnc3)o2)cc1
→ i | -2.2 | i
> CC(/C=N/Nc1nnc(C)c(=O)[nH]1)=C\c1ccccc1
→ i | 0.9 | i
> CCc1oc2ccccc2c1C(=O)CCN1CCCCC1
→ i | -0.8 | i
> COC(=O)c1cc(C)[nH]c2c(C)cc3nc4ccccc4c3c12
→ i | 0.9 | i
> OCC[C@@H]1C[C@@H](O)[C@H](O)[C@@]2(Cc3ccccc3CO2)O1
→ i | -2.4 | i
> c1ccc(CCCN2CCN(c3ccccn3)CC2)cc1
→ i | -0.3 | i
> N#C/C(=C/c1ccc(-c2ccccc2[N+](=O)[O-])o1)C(N)=O
→ i | 2.7 | i
> COc1ccc(/C=N/NC(=O)CSc2nnc(C)n2-c2ccccc2)c(OC)c1OC
→ i | -1.7 | i
> O=C(COC(=O)/C=C/c1cccs1)Nc1cccc(S(=O)(=O)N2CCCC2)c1
→ i | -0.8 | i
> COc1ccc(N2CCN(C(=O)CN(C)S(=O)(=O)c3cc(C)ccc3OC)CC2)cc1
→ i | -0.1 | i
> CCN(Cc1ccccc1)C(=O)Cc1ccc(OC)c(S(=O)(=O)N2CCOCC2)c1
→ i | -1.2 | i
> N#C/C(=C(/O)c1ccc(Cl)c([N+](=O)[O-])c1)c1nc2ccccc2[nH]1
→ i | -2.0 | i
> COc1ccc(-c2cc(=O)[nH]c(N3CCN(Cc4ccccc4)CC3)n2)cc1
→ i | -2.2 | i
> O=C(NCc1ccccc1)c1cnsn1
→ i | -1.5 | i
> c1ccc(Nc2nc(N3CCNCC3)nc(N3CCOCC3)n2)cc1
→ i | -0.1 | i
> O=c1[nH]c2cc([N+](=O)[O-])c([N+](=O)[O-])cc2[nH]c1=O
→ i | -1.9 | i
> O=C(COC(=O)C1CCN(/C=C/C(=O)C(F)(F)F)CC1)Nc1ccccc1
→ i | -0.7 | i
> Cc1ccc(C2CC(c3cccs3)=NN2C(=O)CSc2nc(=O)n3cc(C)ccc3n2)cc1 (stereo not given)
→ i | / | i
> Oc1ccc2ccccc2c1C=Nc1ccc(N2CCOCC2)cc1
→ i | / | i
> CC(C)(Oc1ccc(Br)cc1Cl)C(=O)Nc1ccon1
→ i | 2.5 | i
> Cc1nn(C(C)C(=O)N2CCOCC2)c(C)c1[N+](=O)[O-] (stereo not given)
→ i | / | i
> COc1ccc(NC(=O)CCC(=O)Nc2nnc(C(C)C)s2)cc1Cl
→ i | -0.4 | i
